Screening data from PubChem BioAssay.
GAA glycogen: alters human alpha-glucosidase cleavage of glycogen | Potency, µM (top dose mostly 76.4 µM), inactives show top-dose activity change, negative = inhibition, most hits filed as inhibitors | hit rate 0.38% among 300,000 | recombinant GAA, glycogen substrate, Amplex Red glucose oxidase fluorescence | AID 2100 | P10253;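 further: 0% = full enzyme reaction and -100% = no-enzyme basal signal; the screen sought inhibitors and activators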
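Natural-substrate format: glycogen cleavage by 4 nM human enzyme, glucose read by Amplex Red coupling (Ex 573, Em 610 nm). Normalized to enzyme and no-enzyme controls.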
GAA inh: blocks human lysosomal alpha-glucosidase. P10253. purified human GAA, 4-MU-alpha-glucoside fluorescence. Potency, µM (titrated, usually from 76.9 µM), for inactives: at the highest dose activity change, negative = inhibition, most hits filed as inhibitors. hit rate 0.005% among 200,000;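 further: plate controls were uninhibited enzyme wells for no effect and no-enzyme background for full effect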
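qHTS format, compound range up to 77 uM. Human lysosomal enzyme at 4 nM, 400 uM 4-MU glucoside substrate, pH 5.0, 20 min room temperature; fluorescence after alkaline stop gives activity normalized to controls.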
RGS12 GoLoco inh: inhibitors of human Gai1-RGS12 GoLoco interaction (red fluorophore) | P63096 | Gai1:RGS12 GoLoco peptide FP, rhodamine, 10 min | Potency, µM (series often up to 61.6 µM), for inactives: at the highest dose activity, negative = inhibition, usual class: inhibitors | hit rate 0.44% among 230,000 | AID 880; active means well fitted inhibition curve with a large enough effect, not every such curve was filed as active; inactive means no such curve, though single readings can be large or run the other way; further: nearly all actives have a fitted effect of over 30% in size; many of its hits are not listed in these tables
Target sequence (P63096 whole entry, looked up): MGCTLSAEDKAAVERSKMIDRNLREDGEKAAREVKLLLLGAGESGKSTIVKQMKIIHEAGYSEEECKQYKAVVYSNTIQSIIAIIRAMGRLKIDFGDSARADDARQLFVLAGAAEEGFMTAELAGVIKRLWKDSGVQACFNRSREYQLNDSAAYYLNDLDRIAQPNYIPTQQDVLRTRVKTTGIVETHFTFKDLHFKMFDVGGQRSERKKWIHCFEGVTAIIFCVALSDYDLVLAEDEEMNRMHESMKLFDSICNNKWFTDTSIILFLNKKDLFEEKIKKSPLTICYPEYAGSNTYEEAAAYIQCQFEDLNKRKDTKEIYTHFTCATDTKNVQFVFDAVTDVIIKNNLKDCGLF
GAA spleen mod: inhibits or activates alpha-glucosidase in human spleen homogenate; P10253; AID 2112; hit rate 0.006% among 240,000; human spleen homogenate, 4-MU-alpha-glucoside fluorescence; Potency, µM (highest dose often 79.9 µM), inactives show top-dose activity change, negative = inhibition, actives largely listed as inhibitors;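 further: 0% = enzyme with vehicle and -100% = no enzyme basal signal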
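Human spleen homogenate (1 ug) incubated with compounds and 1 mM 4-methylumbelliferyl-alpha-D-glucopyranoside in pH 5.0 citrate/phosphate buffer, 37 C, 40 min. Stopped at pH 10; 4-MU fluorescence (Ex 365/Em 440 nm); AC50 by Hill fit.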
RECQ1 helicase: blocks DNA unwinding by human RECQ1 | P46063 | RECQ1 DNA unwinding, red fluorescence kinetic read | Potency, µM (highest dose often 57.3 µM), for the others: at the highest dose activity, negative = inhibition, actives largely listed as inhibitors | hit rate 0.54% among 240,000 | AID 2549;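 further: plate controls were vehicle for no effect and no enzyme for full effect; nearly all actives have a fitted effect of over 30% in size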
Target sequence (P46063 whole entry, looked up): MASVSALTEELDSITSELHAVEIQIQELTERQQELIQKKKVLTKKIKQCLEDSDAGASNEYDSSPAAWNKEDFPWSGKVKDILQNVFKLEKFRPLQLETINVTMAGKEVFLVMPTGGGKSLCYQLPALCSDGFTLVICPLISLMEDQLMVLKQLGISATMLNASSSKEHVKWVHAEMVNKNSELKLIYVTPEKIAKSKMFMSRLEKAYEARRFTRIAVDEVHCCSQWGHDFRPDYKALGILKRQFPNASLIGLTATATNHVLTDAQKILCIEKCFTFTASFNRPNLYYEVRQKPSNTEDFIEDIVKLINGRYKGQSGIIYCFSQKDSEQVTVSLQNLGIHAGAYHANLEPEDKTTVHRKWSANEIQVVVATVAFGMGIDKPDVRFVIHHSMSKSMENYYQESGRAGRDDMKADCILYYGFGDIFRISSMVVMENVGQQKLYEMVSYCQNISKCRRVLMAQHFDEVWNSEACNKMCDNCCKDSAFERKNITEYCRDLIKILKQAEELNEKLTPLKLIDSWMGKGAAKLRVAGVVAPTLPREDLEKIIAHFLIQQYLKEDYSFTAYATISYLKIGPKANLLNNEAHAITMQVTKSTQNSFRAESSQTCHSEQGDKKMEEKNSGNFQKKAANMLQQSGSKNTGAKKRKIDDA
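RECQ1T1 50 nM; forked duplex (20 bp + 30-nt ss tails) 200 nM, ATP 2 mM final; pH 8.0, 2 mM MgCl2, 2.5 ug/ml poly(dI-dC); 15 min compound preincubation; discontinuous kinetic read over 2 h at RT.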
L3MBTL1 inh: blocks human L3MBTL1; Q9Y468; AlphaScreen L3MBTL1–H3K9me1 peptide binding; Potency, µM (titrated, usually from 57.1 µM), for the others: at the top dose activity, negative = inhibition, usual class: inhibitors; hit rate 0.66% among 230,000; further: nearly all actives have a fitted effect of over 60% in size
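L3MBTL1 (50 nM) pre-complexed 30 min with biotinylated H3(1-15)K9me1 peptide (75 nM), then compounds added for 30 min at room temperature; AlphaScreen streptavidin donor/nickel chelate acceptor beads (10 ug/mL final) read after 30 min dark incubation.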
TR SRC2 fluor cs: counter-screen for TRb-SRC2 inhibitors: fluorescence interference. TRb/SRC2 Texas Red total fluorescence interference. Potency, µM (series often up to 106 µM), for inactives: at the highest dose fluorescence change, negative = quenching. hit rate 0.29% among 280,000. AID 1479; active means well fitted curve in either direction with a large enough effect; inconclusive means small, poorly fitted or top-dose-only effect
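Human TRb ligand-binding domain at 0.6 uM with 20 nM Texas Red SRC2 peptide in Tris buffer containing 1 uM T3 and 5% DMSO, incubated with compound 5 h at ambient temperature. Total fluorescence (555/632 nm) calculated as parallel + 2 × perpendicular.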
TRb-SRC2 inh: disrupts binding of human TR beta to SRC2; P10828; TRbeta-SRC2 peptide binding, fluorescence polarization; receptor liganded with 1 µM T3; Potency, µM (highest dose often 106 µM), for inactives: at the top dose activity change, negative = inhibition, usual class: inhibitors; hit rate 0.065% among 280,000;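 further: plate controls were bound peptide for no effect and peptide without receptor for full effect; nearly all actives have a fitted effect of over 50% in size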
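Read-out is fluorescence polarization (555 nm excitation, 632 nm emission) of a Texas Red SRC2 coactivator peptide; loss of signal reflects blocked binding to human TRb ligand-binding domain in the presence of 1 uM T3.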
* = called active by the depositor; i = inactive; ? = inconclusive; / = not tested or not shown; & = joins results of further samples; [ ] = remark or other dose. Unless noted, the call rests on the fitted dose curve; in most records, active means well fitted curve in the direction sought with a large enough effect; inconclusive means small, poorly fitted or top-dose-only effect, or another doubt; inactive means no such curve, though single readings can be large; an effect the other way counts as inactive or inconclusive. Unless noted, on the % scale 0 is the no-effect control and ±100 the full control effect; potency means the concentration at half of the fitted maximal effect. These rows are one share of the data; rates above refer to the full screens.

SMILES | GAA glycogen | GAA inh | RGS12 GoLoco inh | GAA spleen mod | RECQ1 helicase | L3MBTL1 inh | TR SRC2 fluor cs | TRb-SRC2 inh
COc1ccccc1CN(Cc1ccco1)S(=O)(=O)c1ccc(-n2cnnn2)c(OC)c1 | -10% | -3% | -10% | -9% | -6% | / | -1% | -5%
COCCN(C(=O)Cc1cccs1)C(C(=O)NCc1ccc(OC)cc1)c1ccc(C(C)C)cc1 (centres undefined) | -3% | -1% | 4% | -12% | 2% | -4% | -5% | 1%
O=C1C2=C(c3ccccc31)[N+](=O)[C@@H]1CCCC[C@@H]1N2[O-] | 7% | 11% | -5% | 8% | -5% | -1% | -2% | -11%
CC(C)CN1CC(C(=O)O)CC1=O (centres undefined) | 0% | 8%[15.4 µM] | 6% | -5% | 12% | -1% | 2% | -4%
COC(=O)/C=C1/S/C(=N/NC(=O)c2ccccc2C)NC1=O | 5% | 5% | -9% | 1% | -7% | / | 0% | 7%
COc1ccc(CCN2C(=O)CC(Nc3ccc(N4CCOCC4)cc3)C2=O)cc1OC (centres undefined) | 16µM* | -1% | -22% | -5% | ? | / | 3% | 2%
C/C(=N\NC(=O)c1cccnc1)c1ccc(C)c([N+](=O)[O-])c1 | -2% | -11% | 6% | / | i | 4% | -2% | 0%
O=C(O)CN1C(=O)COc2cc(S(=O)(=O)N3CCCC3)ccc21 | 7% | 2% | 12% | 5% | -5% | / | 2% | 1%
CC(=O)Nc1ccc(C(=O)/C=C/c2ccco2)cc1 | -13% | ? | 15% | -2% | 6% | 32µM* | -23% | 23%
COc1ccc(Cl)cc1NC(=O)C1CSC(c2ccncc2)=N1 (centres undefined) | -1% | 2% | 2% | -6% | -3% | 8% | 0% | 2%
CC(=O)Nc1ccc(NC(=O)Cn2cc3c(n2)CCCC3)cc1 | -1% | -4% | 2% | -14% | -5% | 4% | -5% | 9%
COc1c(CC=C(C)C)cc(C2CC(=O)c3c(O)cc(O)cc3O2)cc1CC=C(C)C (centres undefined) | -9% | / | 1% | 12% | -26% | / | -1% | 3%
COc1ccc(C2CC(=O)Oc3c(C(CCN4CCCCC4)c4ccc(N(C)C)cc4)c(OC)cc(OC)c32)cc1 (centres undefined) | -11% | / | 0% | -11%&-10% | 7%&-8% | / | 0%&-9% | 6%&3%
NC1=NC(c2ccc(Br)cc2)n2c(nc3ccccc32)N1 (centres undefined) | -5% | -5% | -2% | 3% | -6% | -12% | 1% | -25%
COc1cc(NC(=O)CN2CCN(S(=O)(=O)c3ccc(C(C)C)cc3)CC2)cc(OC)c1 | -24% | ? | 18% | 8% | -9% | / | 2% | 6%
COc1cccc(CC2(CO)CCN(Cc3cn(C)nc3C)CC2)c1 | 8% | 7% | -8% | 0% | i | -9% | -1%[53 µM] | 8%[53 µM]
O=C(O)c1ccc(Oc2ccc(C(F)(F)F)cn2)cc1 | 7% | 0% | 5% | 9% | -1% | 3% | 0% | -1%
COc1ccc(C)cc1S(=O)(=O)N(CC(=O)O)c1ccc(F)cc1 | 1% | 2% | -3% | -4% | 14% | / | 1% | -17%
COC(=O)c1ccc(S(=O)(=O)N(C2CCCCC2)C2CCCCC2)n1C | 4% | / | 3% | 2% | -11% | 4% | -6% | -5%
COC(=O)c1nn(-c2ccccc2)c(Cl)c1/C=N/O | 1% | -13% | -3% | 4% | i | 4% | 0% | 4%

Limited to GAA glycogen and L3MBTL1 inh, for 2 of the compounds above:
Molecule | GAA glycogen | L3MBTL1 inh
COc1cccc(CC2(CO)CCN(Cc3cn(C)nc3C)CC2)c1 | 8% | -9%
NC1=NC(c2ccc(Br)cc2)n2c(nc3ccccc32)N1 (centres undefined) | -5% | -12%

Further compounds.
SMILES | GAA glycogen | GAA inh | RGS12 GoLoco inh | GAA spleen mod | RECQ1 helicase | L3MBTL1 inh | TR SRC2 fluor cs | TRb-SRC2 inh
CCc1nccn1S(=O)(=O)c1ccc(OC)c(C)c1C | 11% | -1% | 2% | 9% | i | / | 0% | -1%
CC1=C2C(=COC(C)C2C)C(=O)C(C(=O)O)=C1O (centres undefined) | / | / | 7% | 7% | -11% | / | 0% | 4%
CCCCSc1cc(=O)[nH]c(N)n1 | 1% | 7% | -2% | 5% | -6% | 5% | -2% | 0%
O=C(CNC(=S)N(Cc1ccccc1F)C1CCCCC1)NC1CC1 | -6% | 4% | 2% | -4% | -8% | / | -7% | -5%
COC(=O)c1ccc2nc(Nc3nc4c(F)cc(F)cc4s3)sc2c1 | 1% | ? | 10% | 4% | -2% | 4% | -3% | 3%
CCC(CC)C(=O)Nc1cccc(C(=O)NCCc2ccccc2)c1 | 20% | 1% | 10% | 2% | i | 1% | -2% | 5%
Cc1ccnc(NS(=O)(=O)c2ccc(NC(=O)c3cncc(Br)c3)cc2)n1 | 12% | 8% | 2% | 0% | -3% | 11% | -2% | -11%
Cc1cccc(NC(=O)CSc2ccc(-c3cccs3)nn2)c1C | 20% | 6% | 21% | 1% | -3% | 2% | 1% | -14%
CN1CCc2c(sc3nc(SCC(N)=O)n(-c4ccccc4)c(=O)c23)C1 | 9% | -15% | 205%[activator] | -2% | -2% | / | 1% | 1%
COc1ccccc1NC(=O)Cc1noc(CSc2cc(C)c3ccccc3n2)n1 | -6% | -7% | 8% | 2% | ? | 7% | 2% | -20%
Cc1nc2cc(C(=O)OCC(=O)NC3CCS(=O)(=O)C3)ccc2n1-c1ccccc1 (centres undefined) | 3% | -4% | 25% | -2% | -4% | / | 3% | -15%
O=C(O)C1CSC(c2ccco2)N1 (centres undefined) | -16% | -5% | -24% | 4% | 32µM* | 44%[activator] | -6% | 6%
CCSC[C@H](NC(=O)[C@H](C)N)C(=O)N[C@@H](CC(=O)O)C(=O)N[C@H](C(=O)N[C@@H](C)C(=O)N[C@H](C(=O)N[C@@H](CSCC)C(=O)N[C@H](C(=O)N[C@H](C(=O)N[C@@H](Cc1cnc[nH]1)C(=O)N[C@@H](CCCNC(=N)N)C(=O)N[C@@H](CC(C)C)C(=O)N[C@@H](C)C(=O)NCC(=O)N[C@@H](CC(C)C)C(=O)N[C@@H](CC(C)C)C(=O)N[C@@H](CO)C(=O)N[C@@H](CCCNC(=N)N)C(=O)N[C@@H](CO)C(=O)NCC(=O)NCC(=O)N[C@H](C(=O)N[C@H](C(=O)N[C@@H](CCCCN)C(=O)N[C@@H](CC(N)=O)C(=O)N[C@@H](CC(N)=O)C(=O)N[C@@H](Cc1ccccc1)C(=O)N[C@H](C(=O)N1CCC[C@H]1C(=O)N[C@H](C(=O)N[C@@H](CC(N)=O)C(=O)N[C@H](C(=O)NCC(=O)N[C@@H](CO)C(=O)N[C@@H](CCCCN)C(=O)N[C@@H](C)C(=O)N[C@@H](Cc1ccccc1)C(N)=O)C(C)C)[C@@H](C)O)C(C)C)C(C)C)C(C)C)[C@@H](C)O)C(C)C)[C@@H](C)O)[C@@H](C)O | / | / | / | 2% | -10% | / | -1% | 0%
CSc1ncccc1C(=O)NCC12CC3CC(CC(C3)C1)C2 | 6% | 3% | 1% | -2% | i | 9% | -2% | -4%
CC1(C)CC(=O)C2=C(C1)N(c1ncn[nH]1)C(N)=C(C#N)C2c1ccccc1 (centres undefined) | 7% | -3% | -7% | -3% | -4% | -8% | 9% | 2%
CCOc1c(Cl)cc(CNCC(C)C)cc1OC | -1% | -12% | 7% | -5% | i | / | 0% | 0%
COc1ccc(/C=N/NC(=O)c2cccnc2)c(C(=O)O)c1OC | -3% | / | 30%[activator] | 8% | -10% | 1% | -1% | -7%
CCOC(=O)c1cc(C#N)c(SC)nc1C | 6% | ? | -14% | 0% | -8% | 62%[activator] | -3% | 4%
O=C(/C=C/Nc1ccc(F)cc1)c1ccco1 | 6% | -8% | -19% | -6% | i | 1%[11.4 µM] | 2% | 8%
CC1(C)Oc2ccc(C(=O)NC3CCCC3)cc2N(CC(=O)NC2CCCCC2)C1=O | -1% | -5% | 14% | 1% | -5% | / | -1% | -2%

Already shown: entries from further up.
SMILES | GAA glycogen | GAA inh | RGS12 GoLoco inh | GAA spleen mod | RECQ1 helicase | L3MBTL1 inh | TR SRC2 fluor cs | TRb-SRC2 inh
COC(=O)/C=C1/S/C(=N/NC(=O)c2ccccc2C)NC1=O | 5% | 5% | -9% | 1% | -7% | / | 0% | 7%
COc1ccc(CCN2C(=O)CC(Nc3ccc(N4CCOCC4)cc3)C2=O)cc1OC (centres undefined) | 16µM* | -1% | -22% | -5% | ? | / | 3% | 2%
C/C(=N\NC(=O)c1cccnc1)c1ccc(C)c([N+](=O)[O-])c1 | -2% | -11% | 6% | / | i | 4% | -2% | 0%

Next entries:
SMILES | GAA glycogen | GAA inh | RGS12 GoLoco inh | GAA spleen mod | RECQ1 helicase | L3MBTL1 inh | TR SRC2 fluor cs | TRb-SRC2 inh
Cc1cc(C)cc(N(CC(=O)NCc2ccco2)C(=O)CCC(=O)Nc2ccccn2)c1 | -5% | -3% | 0% | -7% | -3% | -4% | -6% | -2%
Cc1cc(O)c(-c2cc(C(=O)Nc3ccc(S(=O)(=O)N4CCOCC4)cc3)[nH]n2)cc1C | -1% | -5% | 0% | 5% | 3% | 2% | -6% | 1%
COc1ccccc1CC(=O)Nc1ccc(-c2nnc(-c3ccco3)o2)cc1 | 5% | 0% | 0% | -1% | 0% | 1% | -4% | -9%
Cc1sc2nc(-c3ccco3)oc(=O)c2c1C | -10% | -2% | -5% | -6% | i | / | 2% | -18%
COc1ccc(OCC(=O)N/N=C/C2CC=CCC2)cc1 (centres undefined) | 0% | 3% | 3% | -15% | -2% | 5% | 0% | -4%
CCSc1nnc(NC(=O)Cc2ccc(OC)c(S(=O)(=O)N3CCOCC3)c2)s1 | 3% | 2% | -7% | 5% | 0% | -3% | 0% | -8%
Cc1ccc(C)c(C(=O)COc2ccc(C)nc2[N+](=O)[O-])c1 | 6% | -6% | 8% | 8% | -13% | / | -4% | 2%
Cc1nc(/C(=N/O)C(N)=O)cs1 | 3% | -3% | 6% | -7% | -7% | -23% | -1% | 4%
Cc1cccc2sc(NC(=O)C3=NN(c4ccccc4)C(=O)CC3)nc12 | 1% | -3% | 58%[activator] | -7% | -7% | -7% | 1% | 11%
